West Nile antiviral: inhibition of WNV-induced cytopathic effect – cell-based, CPE readout (AID 1621) | West Nile virus-infected cells, CPE inhibition; higher % means a stronger effect | one-dose CPE inhibition, % at 10 µM; IC50 in µM for titrated hits | 290,000 tested, 0.02% active; in the data active = a potency from the dose series; inconclusive = CPE inhibition mostly from about 3.7% at the one dose, without a potency; inactive = the rest, 99 in 100 with CPE inhibition below about 2.2%; also: strong numbers were not always called active
RSV antiviral HEp-2: inhibition of RSV-induced cytopathic effect – HEp-2 cells, primary 10 µM value included (AID 2391); HEp-2 cells, RSV-induced CPE inhibition; higher % means a stronger effect; CPE inhibition, % at 10 µM; hits with a dose series show IC50 in µM; 310,000 tested, 0.13% active; in the data active = a potency from the dose series; inconclusive = CPE inhibition mostly from about 23% at the one dose, without a potency; inactive = the rest, 99 in 100 with CPE inhibition below about 21%; also: strong numbers were not always called active
NS5 inhibitors: flavivirus cap methylation enzyme inhibition – biochemical, confirmation dose response, primary screen (AID 588689); Dengue-2 NS5 methyltransferase capping enzyme assay, biochemical; higher % means a stronger effect; inhibition, % at 25 µM; hits with a dose series show IC50 in µM; 340,000 tested, 0.3% active; in the data active = a potency from the dose series; inconclusive = inhibition above about 29% without an active follow-up result
SV40 large T antigen: TAg ATPase/helicase activity blockers – biochemical (AID 1903). SV40 large T antigen ATPase/helicase inhibition assay; higher % means a stronger effect. inhibition, % at 20 µM; hits with a dose series show IC50 in µM. 310,000 tested, 0.39% active; in the data active = a potency from the dose series; inconclusive = inhibition mostly from about 32% at the one dose, without a potency; inactive = the rest, 99 in 100 with inhibition below about 32%; also: strong numbers were not always called active
ER stress rescue: rescue of cells from ER stress-induced death, primary screen, 384-well, CSM14.1, thapsigargin, ATP luminescence (AID 1222); CSM14.1 thapsigargin-induced death rescue, ATP luminescence; higher % means a stronger effect; cellular ATP content (survival), % at 20 µM; hits with a dose series show EC50 in µM; 190,000 tested, under 10 active;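 active = EC50 below 50 µM in the dose-response confirmation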;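 also: death triggered by thapsigargin at about 15 µM added after 2 h compound pretreatment; cell ATP read after overnight thapsigargin exposure of roughly 18 to 22 hours; normalized against plate controls of thapsigargin alone and 5% DMSO vehicle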
XIAP antagonists: small molecules displacing peptide from XIAP – biochemical, IAP family, fluorescence polarization (AID 1018); XIAP BIR domain, fluorescence polarization peptide displacement; higher % means a stronger effect; displacement, % at 20 µM; hits with a dose series show IC50 in µM; 200,000 tested, 0.007% active; in the data active = displacement above about 50%; also: a part of the inactive calls stands beside numbers as strong as those of hits
WT yeast gro inh: growth inhibition of WT yeast, mitochondrial fusion screen | mitochondrial fusion phenotypic screen, WT strain | inhibition, % at 10 µM | 190,000 tested, 2.1% active | AID 1362; in the data active = inhibition above about 58%; tested in S. cerevisiae
Yfh1-off respiration: mitochondrial function rescue without frataxin homolog – Friedreich's ataxia, plus single-dose screen, dose response (AID 1465); S. cerevisiae Yfh1-off respiration, WST-1 reduction, 72 h; higher fold induction means a stronger effect; fold induction at 50 µM, or EC50 in µM where a hit was titrated; 220,000 tested, 0.074% active;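 active = fold induction of absorbance versus untreated yeast above a set limit, then at least 30% activation at any dose in follow-up; inconclusive = repeats straddling the limit, or above it without dose testing; inactive = fold induction below the set limit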;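 also: activators that raise dye reduction in frataxin-depleted yeast; strong numbers were not always called active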
K1F lysis inhibition: protection from phage-mediated lysis, alamar blue read-out – E. coli UTI89, K1F phage, bacterial capsule biogenesis inhibitors (AID 488966); E. coli UTI89 K1F phage lysis, alamar blue, 2 h; higher % means a stronger effect; inhibition, % at 100 µM; hits with a dose series show IC50 in µM; 340,000 tested, 0.02% active;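 active = phage lysis inhibition, versus mean bacterial control, above a set limit; inconclusive = no clear call, values can overlap the other calls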;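 also: capsule biogenesis inhibitors block K1F phage lysis so surviving cells raise fluorescence; higher fluorescence means more inhibition of phage lysis; actives were called in the ten point dose series up to 300 µM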
WT yeast gro inh mutant strain: recorded beside WT yeast gro inh, whose call it bears; inhibition, %; mitochondrial fusion phenotypic screen, mutant strain inhibition
The depositor's hits bear a star; [ ] = another dose, or the depositor's remark.

`S=C(NCc1ccco1)NCC1CCCO1` (stereo unspecified) gave West Nile antiviral 0.3%, RSV antiviral HEp-2 1.9%, NS5 inhibitors -13%, SV40 large T antigen 8%, ER stress rescue 0.8%, XIAP antagonists -4.0%, WT yeast gro inh 10, Yfh1-off respiration inactive, K1F lysis inhibition 0.3% and WT yeast gro inh mutant strain 6.
`COc1ccc(-c2csc(NC(=O)CCN3C(=O)C4CC=CCC4C3=O)n2)cc1OC` (stereo unspecified) gave RSV antiviral HEp-2 0.4%, NS5 inhibitors -5%, SV40 large T antigen 18% and K1F lysis inhibition -1.2%.
Screening CCc1nc2ccc(C(=O)N3CCN(CC)CC3)cc2nc1CC returned West Nile antiviral -1.2%, RSV antiviral HEp-2 1.0%, NS5 inhibitors -10%, SV40 large T antigen 9% and K1F lysis inhibition 0.2%.
`COc1cc(C(=O)N/N=C(\Cc2ncc[nH]2)c2ccccc2)cc(OC)c1OC` gave West Nile antiviral inconclusive, RSV antiviral HEp-2 -0.1%, NS5 inhibitors 6%, SV40 large T antigen 7%, ER stress rescue 0.1%, XIAP antagonists -3.9%, WT yeast gro inh 3, Yfh1-off respiration inactive, K1F lysis inhibition 1.9% and WT yeast gro inh mutant strain 0.
`NC(=O)CC(NC(=O)Cc1cccc2ccccc12)c1ccc(NCc2ccccn2)c([N+](=O)[O-])c1` (stereo unspecified) gave West Nile antiviral 0.4%, RSV antiviral HEp-2 -0.5%, NS5 inhibitors -6%, SV40 large T antigen 9%, Yfh1-off respiration inactive and K1F lysis inhibition -2.7%.
Cc1nc2ccc(Br)cc2c(=O)n1Cc1cccs1 was read as RSV antiviral HEp-2 3.5%, NS5 inhibitors -11%, SV40 large T antigen 8% and K1F lysis inhibition 0.9%.
COc1ccc(OC)c(CN2CCCC(CCC(=O)N(C)CCc3ccccn3)C2)c1 (stereo unspecified) was read as West Nile antiviral -0.3%, RSV antiviral HEp-2 -1.4%, NS5 inhibitors 3%, SV40 large T antigen 12%, ER stress rescue -2.0%, XIAP antagonists -11%, WT yeast gro inh 9, Yfh1-off respiration inactive, K1F lysis inhibition 0.0% and WT yeast gro inh mutant strain 4.
Screening Cc1ccc(C(=O)NCC(=O)OCC(=O)c2ccc3c(c2)NC(=O)CO3)cc1 returned West Nile antiviral 0.3%, RSV antiviral HEp-2 -0.1%, NS5 inhibitors -4%, SV40 large T antigen 17%, ER stress rescue -1.6%, XIAP antagonists -3.2%, WT yeast gro inh -9, Yfh1-off respiration inactive, K1F lysis inhibition -1.3% and WT yeast gro inh mutant strain 15.
CN(C)CC1CCCCC1OC(=O)c1ccc(Cl)cc1 (stereo unspecified) was read as West Nile antiviral 0.6%, RSV antiviral HEp-2 1.5%, NS5 inhibitors 4%, SV40 large T antigen 3%, ER stress rescue -1.7%, XIAP antagonists -6.9%, WT yeast gro inh 25, Yfh1-off respiration inactive, K1F lysis inhibition 1.4%[50 µM] and WT yeast gro inh mutant strain 27.
`O=C(CN=C1NS(=O)(=O)c2ccccc21)OCC(=O)c1cc(F)ccc1F` gave West Nile antiviral 0.1%, RSV antiviral HEp-2 1.3%, NS5 inhibitors -12%, SV40 large T antigen 9%, ER stress rescue -0.8%, XIAP antagonists -0.7%, WT yeast gro inh -13, Yfh1-off respiration inactive, K1F lysis inhibition 0.3% and WT yeast gro inh mutant strain -31.
Screening O=C(O)c1ccccc1C(=O)Nc1ccc(Oc2cccc(C(F)(F)F)c2)nc1 returned West Nile antiviral 0.6%, RSV antiviral HEp-2 -0.3%, NS5 inhibitors -6%, SV40 large T antigen 16% and K1F lysis inhibition 0.6%.
`CC(=O)Nc1ccc2[nH]ccc2c1` gave West Nile antiviral -0.3%, RSV antiviral HEp-2 -0.7%, NS5 inhibitors -7%, SV40 large T antigen 19% and K1F lysis inhibition 0.3%.
CCCCn1c(N)c(N(CC(C)C)C(=O)C2CCN(C(=O)c3ccc(F)cc3)CC2)c(=O)[nH]c1=O was read as West Nile antiviral -0.1%, RSV antiviral HEp-2 0.4%, NS5 inhibitors -7%, SV40 large T antigen 2% and K1F lysis inhibition 1.5%[50 µM].
For COc1ccc(C2c3c(ccc4ccccc34)Oc3ncn4nc(CO/N=C/c5ccccc5)nc4c32)cc1 (stereo unspecified) the results were West Nile antiviral -0.2%, RSV antiviral HEp-2 -1.2%, NS5 inhibitors -3%, SV40 large T antigen 22%, ER stress rescue -1.5%, XIAP antagonists -5.8%, WT yeast gro inh 9, Yfh1-off respiration inactive, K1F lysis inhibition 0.2% and WT yeast gro inh mutant strain 13.
Screening COc1ccc(NC(=O)C2CCCN2S(=O)(=O)c2ccc(C)cc2)cc1 (stereo unspecified) returned West Nile antiviral -0.5%, RSV antiviral HEp-2 -0.3%, NS5 inhibitors 6%, SV40 large T antigen 8%, ER stress rescue -0.8%, XIAP antagonists -4.5%, WT yeast gro inh -1, Yfh1-off respiration inactive, K1F lysis inhibition 2.0% and WT yeast gro inh mutant strain 3.
Cc1ccc(C)c(CSCc2nc3ccccc3[nH]2)c1 was read as West Nile antiviral -0.9%, RSV antiviral HEp-2 5.8%, NS5 inhibitors -2%, SV40 large T antigen 16% and K1F lysis inhibition 1.4%[50 µM].
Screening CC(C)(C)c1nnc2sc(SCC(=O)c3ccc4c(c3)OCCO4)nn2c1=O returned West Nile antiviral -1.1%, RSV antiviral HEp-2 5.7%, NS5 inhibitors -11%, SV40 large T antigen 10%, ER stress rescue -1.5%, XIAP antagonists -6.5%, WT yeast gro inh -19, Yfh1-off respiration inactive, K1F lysis inhibition 0.1% and WT yeast gro inh mutant strain -8.
For CCN(CC(=O)Nc1ccc(NC(C)=O)cc1)C(=O)CSc1nnc(-c2ccco2)n1CC the results were RSV antiviral HEp-2 -1.4%, NS5 inhibitors -4%, SV40 large T antigen 25% and K1F lysis inhibition 0.2%[50 µM].
For CSc1ccccc1OCc1cc(C(=O)N(C)C2CCCc3ccccc32)no1 (stereo unspecified) the results were West Nile antiviral -1.9%, RSV antiviral HEp-2 56%, NS5 inhibitors -12%, SV40 large T antigen 10% and K1F lysis inhibition -0.1%.
For COCCNC(=S)N1CCN(c2nc(-c3ccccc3)cs2)CC1 the results were West Nile antiviral -1.1%, RSV antiviral HEp-2 13%, NS5 inhibitors -4%, SV40 large T antigen 8% and K1F lysis inhibition 0.2%.
`Cc1sc2ncnc(NCc3ccccc3)c2c1C` gave West Nile antiviral -0.3%, RSV antiviral HEp-2 1.5%, NS5 inhibitors -2%, SV40 large T antigen 7%, ER stress rescue -0.7%, XIAP antagonists -7.2%, WT yeast gro inh 7, Yfh1-off respiration inactive, K1F lysis inhibition 1.0% and WT yeast gro inh mutant strain 8.
For O=C(/C=C/Nc1cccc(F)c1)c1ccco1 the results were West Nile antiviral -0.1%, RSV antiviral HEp-2 2.1%, NS5 inhibitors -4%, SV40 large T antigen 12%, ER stress rescue -2.8%, XIAP antagonists -5.4%, WT yeast gro inh -3, Yfh1-off respiration inactive, K1F lysis inhibition 0.8% and WT yeast gro inh mutant strain 11.
Screening Cc1cccc[n+]1CC(=O)Nc1cccc([N+](=O)[O-])c1 returned West Nile antiviral -0.1%, RSV antiviral HEp-2 0.8%, NS5 inhibitors -6%, SV40 large T antigen 24%, ER stress rescue -1.2%, XIAP antagonists -1.0%, WT yeast gro inh 4, Yfh1-off respiration inactive, K1F lysis inhibition 0.1% and WT yeast gro inh mutant strain 13.
Screening O=C(CC(SCc1ccco1)c1ccc(O)cc1)c1cccs1 (stereo unspecified) returned West Nile antiviral 0.8%, RSV antiviral HEp-2 0.8%, NS5 inhibitors -6%, SV40 large T antigen 16%, ER stress rescue 8.4%, XIAP antagonists -2.1%, WT yeast gro inh -2, Yfh1-off respiration inactive, K1F lysis inhibition -0.2% and WT yeast gro inh mutant strain -1.
`Cc1ccc(S(=O)(=O)N2CCC(C(=O)Nc3nnc(C45CC6CC(CC(C6)C4)C5)s3)CC2)cc1` gave West Nile antiviral -0.3%, SV40 large T antigen 4%, ER stress rescue 1.2%, XIAP antagonists -18%, WT yeast gro inh 12, Yfh1-off respiration inactive and WT yeast gro inh mutant strain 17.
`Oc1ccc2ccccc2c1C=Nc1ccccc1-c1nc2ccccc2[nH]1` gave West Nile antiviral -0.1%, RSV antiviral HEp-2 9.3%, NS5 inhibitors 8%, SV40 large T antigen 1%, ER stress rescue -3.1%, XIAP antagonists -4.0%, WT yeast gro inh -6, Yfh1-off respiration inactive, K1F lysis inhibition 0.2% and WT yeast gro inh mutant strain 0.
`COc1cccc(N2CCN(CC(=O)NC(C)c3ccccc3)CC2)c1` (stereo unspecified) gave West Nile antiviral -0.9%, RSV antiviral HEp-2 0.6%, NS5 inhibitors -1%, SV40 large T antigen 7% and K1F lysis inhibition 0.0%.
For OCC1CCCN1C(=S)Nc1ccccc1 (stereo unspecified) the results were West Nile antiviral 0.7%, RSV antiviral HEp-2 1.2%, NS5 inhibitors -2%, SV40 large T antigen 6%, ER stress rescue -2.7%, XIAP antagonists -3.5%, WT yeast gro inh -31, Yfh1-off respiration inactive, K1F lysis inhibition 4.1% and WT yeast gro inh mutant strain -36.
Screening O=C(CCNS(=O)(=O)c1ccc(Cl)cc1)OCC(=O)c1ccc[nH]1 returned West Nile antiviral -0.1%, RSV antiviral HEp-2 -0.1%, NS5 inhibitors -4%, SV40 large T antigen 11%, Yfh1-off respiration inactive and K1F lysis inhibition 0.3%.
`CCOC(=O)c1nc(Nc2ccc(OC)cc2)c2ccccc2n1` gave West Nile antiviral -0.9%, RSV antiviral HEp-2 7.2%, NS5 inhibitors 3%, SV40 large T antigen 1% and K1F lysis inhibition -0.1%.
For Cc1nonc1NCn1nnc2ccccc21 the results were West Nile antiviral 0.1%, RSV antiviral HEp-2 0.5%, NS5 inhibitors -10%, SV40 large T antigen -2%, ER stress rescue -0.5%, XIAP antagonists 0.3%, WT yeast gro inh 0, Yfh1-off respiration inactive, K1F lysis inhibition 0.5% and WT yeast gro inh mutant strain 16.
For CCOC(=O)c1sc2nc(N3CCOCC3)c3c(c2c1N)CC(C(C)C)OC3 (stereo unspecified) the results were West Nile antiviral 0.5%, RSV antiviral HEp-2 0.1%, NS5 inhibitors 5%, SV40 large T antigen 1%, ER stress rescue -0.7%, XIAP antagonists -3.1%, WT yeast gro inh -21, Yfh1-off respiration inactive, K1F lysis inhibition 0.2% and WT yeast gro inh mutant strain -7.

Screening results deposited in PubChem by several laboratories.
